# Assay outcomes from PubChem.
# CHOP UPR activ: activators of apoptotic CHOP UPR arm, primary screen, cell-based, CHO-CHOP luciferase reporter, luminescence, uHTS; UPR activation; percent of tunicamycin response over DMSO baseline; 330,000 tested, 0.34% active; activation, % at 10 µM;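 active = at 10 µM dose, activation of 40% or more, normalized to positive control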;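 note: 100% = tunicamycin at 10 µg/mL and 0% = DMSO alone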
#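 System: CHO-CHOP luciferase reporter cell line; amount: 500 cells/well; buffer or medium: F12 medium containing 10% fetal bovine serum; incubation: 6 h compound exposure at 37 °C after overnight seeding; measured by: luciferase luminescence after 10 min with Steady-Glo reagent; evaluation: % reporter activation, DMSO baseline versus tunicamycin full activation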
# tim10-1 inh: growth inhibitors of tim10-1 mutant yeast, primary screen, luminescence, uHTS; AID 463190, 2010; inhibition, % at 20 µM; 330,000 tested, 2.2% active; S. cerevisiae tim10-1 ts strain growth, BacTiter-Glo, 24 h;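 active = inhibition of at least 40%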;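 note: mutant grown at 25 °C; 0% = DMSO wells with yeast and 100% = wells holding no yeast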
# CXCR6 block: CXCR6 receptor inhibitors, primary screen, cell-based, beta-arrestin, luminescence, CHO-K1 PathHunter, 1536-well | AID 602244, 2012 | inhibition, % at 20 µM | 360,000 tested, 0.36% active; in the data active = inhibition above about 34%, passing the limit was not always enough;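 note: antagonist mode with CXCL16 agonist at 10 nM final; 0% = 10 nM CXCL16 with DMSO and 100% = unstimulated wells without agonist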
# XBP1 UPR activ: activators of adaptive XBP1 UPR arm, primary screen, cell-based, CHO-XBP1 luciferase reporter, luminescence, uHTS; activation, % at 20 µM; AID 463104, 2010; IRE1-XBP1 UPR activation; percent of tunicamycin response, DMSO as zero; 330,000 tested, 0.33% active;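 active = versus positive control, 20 µM dose yields 30% or more activation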;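 note: 100% = tunicamycin at 10 µg/mL and 0% = DMSO only wells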
#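 Material: CHO-XBP1 cells stably carrying IRE1-XBP1-driven luciferase reporter / Amount: 1000 cells per well / Compound: 20 µM, 1% DMSO / Times: 6 h treatment, 37 °C / Detection: luciferase luminescence / Measure: % activation of reporter signal versus tunicamycin and DMSO controls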
# APJ antagonist: antagonists of human apelin receptor APJ, primary screen, CHO-K1 cells, beta-arrestin complementation, luminescence; 330,000 tested, 0.32% active; inhibition, % at 20 µM; P35414;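 active = inhibition above about 40% at 20 µM, limit read from the data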;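 note: cells challenged with 10 nM apelin-13 agonist together with compound; plate controls were apelin-13 plus DMSO wells for no effect and DMSO wells lacking apelin-13 for full effect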
# TIM10 inh: growth inhibitors of isogenic TIM10 control yeast, primary screen, counter-screen for tim10-1 yeast inhibitor project, luminescence, uHTS; S. cerevisiae TIM10 strain growth, BacTiter-Glo luminescence, 24 h; inhibition, % at 10 µM; 330,000 tested, 1.4% active; AID 463195, 2010;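 active = inhibition of 40% or more at the single tested concentration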;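 note: wild-type TIM10 isogenic control strain grown at permissive 25 °C; 0% = DMSO yeast wells and 100% = minimal medium wells without yeast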
# tim23-1 inh: growth inhibitors of tim23-1 mutant yeast, primary screen, luminescence, uHTS; S. cerevisiae tim23-1 growth, BacTiter-Glo luminescence, 24 h; inhibition, % at 20 µM; 330,000 tested, 1.3% active; AID 463212, 2010;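 active = growth inhibition of the mutant yeast at or above 50%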;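 note: temperature-sensitive mutant grown at 25 °C; plate controls were DMSO-treated mutant yeast for no effect and medium wells lacking yeast for full effect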
# Mdm2-MdmX inh: inhibitors of human Mdm2-MdmX association, primary screen, cell-based, luminescence, split luciferase, SaOS-2, uHTS | AID 485346, 2010 | 330,000 tested, 3% active | inhibition, % at 8 µM | SaOS-2 split-luciferase Mdm2/MdmX complementation | Protein Mdm4 (Homo sapiens) + E3 ubiquitin-protein ligase Mdm2 (Homo sapiens), …;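 active = inhibition of at least 50% at 8 µM in the primary screen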
# Target sequence (O15151 whole entry, looked up): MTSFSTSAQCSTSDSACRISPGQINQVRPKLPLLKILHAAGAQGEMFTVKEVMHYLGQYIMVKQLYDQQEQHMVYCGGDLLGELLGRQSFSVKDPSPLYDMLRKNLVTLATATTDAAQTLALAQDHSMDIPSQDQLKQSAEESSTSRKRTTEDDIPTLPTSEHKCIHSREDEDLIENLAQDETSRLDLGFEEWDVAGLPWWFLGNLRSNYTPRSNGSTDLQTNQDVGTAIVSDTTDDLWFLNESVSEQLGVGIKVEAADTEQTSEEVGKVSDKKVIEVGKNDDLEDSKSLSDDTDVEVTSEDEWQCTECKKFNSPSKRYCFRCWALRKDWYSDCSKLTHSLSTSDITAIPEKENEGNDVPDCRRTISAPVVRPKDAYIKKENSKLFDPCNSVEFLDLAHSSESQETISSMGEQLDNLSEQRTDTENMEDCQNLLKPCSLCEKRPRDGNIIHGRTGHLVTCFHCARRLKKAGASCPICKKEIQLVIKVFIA
# Target sequence (Q00987 whole entry, looked up): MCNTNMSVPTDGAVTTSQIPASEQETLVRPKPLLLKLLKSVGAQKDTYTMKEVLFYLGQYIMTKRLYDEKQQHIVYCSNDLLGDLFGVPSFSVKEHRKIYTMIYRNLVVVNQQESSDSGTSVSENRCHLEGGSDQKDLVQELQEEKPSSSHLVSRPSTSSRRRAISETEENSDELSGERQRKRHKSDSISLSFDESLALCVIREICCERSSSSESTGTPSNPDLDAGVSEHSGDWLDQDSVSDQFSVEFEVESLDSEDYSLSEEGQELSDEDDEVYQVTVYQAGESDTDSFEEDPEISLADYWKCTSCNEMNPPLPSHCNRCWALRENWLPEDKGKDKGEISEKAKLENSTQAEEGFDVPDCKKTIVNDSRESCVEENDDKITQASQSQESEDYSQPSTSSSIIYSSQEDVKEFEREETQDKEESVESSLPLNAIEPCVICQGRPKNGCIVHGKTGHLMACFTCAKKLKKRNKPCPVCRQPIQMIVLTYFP
# APJ agonist: agonists of human apelin receptor APJ, primary screen, CHO-K1 cells, PathHunter beta-arrestin, luminescence; P35414; AID 2520, 2010; activation, % at 20 µM; 330,000 tested, 0.11% active; 0% DMSO wells, 100% apelin;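 active = activation more than six SD over the plate average, tested at 20 µM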;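 note: 0% = DMSO alone and 100% = apelin-13 at 10 nM; some results filed as inactive read as strong as hits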
#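 Test system – PathHunter CHO-K1 APJ (AGTRL-1) beta-arrestin reporter cells · Input – 1000 cells/well · Compound – single test compound dose, 20 µM final, 1% DMSO · Times – compound stimulation 90 min at 25 °C, detection 60 min · Technique – beta-gal luminescence · Read-out basis – APJ–arrestin association signal · Control set – negative DMSO alone, positive Apelin-13 at 10 nM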
# * marks the source's active call; other numbers are inactive results; . = not tested or not shown.
SMILES,CHOP UPR activ,tim10-1 inh,CXCR6 block,XBP1 UPR activ,APJ antagonist,TIM10 inh,tim23-1 inh,Mdm2-MdmX inh,APJ agonist
O=c1[nH]cnc2scc(-c3ccc(F)cc3)c12,0.5,32,4,0,-10,17,22,20,-2
CCC1Oc2ccccc2N(CC(=O)NCCCN2CCN(CC)CC2)C1=O (stereo unspecified),1.4,15,0,-4,19,3,12,-3,-4
CC(=O)[C@@H]1[C@@H]2C(=O)N(C3CCCCC3)C(=O)[C@@H]2C2c3ccccc3C=CN21 (stereo partly specified),-1.2,30,.,0,12,9,18,-14,-3
CN1c2ccccc2C(C)(C)[C@]12C=Cc1cc(O)ccc1O2,-1.4,36,5,2,9,45*,42,49,3
COc1ccc(CC(=O)Nc2cccc3c2CCCC3)cc1,0.9,-11,1,-3,-9,-24,11,14,-4
O=C(/C=C/Nc1cccc([N+](=O)[O-])c1)c1cccs1,2.1,15,7,0,0,19,12,-141,-3
CCOC(=O)C1CCCN(Cc2cn(C)nc2-c2ccc3c(c2)OCCO3)C1 (stereo unspecified),1.3,15,-2,1,23,-2,11,-13,1
COc1ccccc1N(Cc1cc(=O)[nH]c2ccccc12)C(C)=O,-0.5,-9,6,0,2,3,1,20,-5
CC(C)(C)C(=O)Nc1ccc(N2CCN(S(C)(=O)=O)CC2)cc1,3.6,-2,-5,1,-10,4,7,-11,0
CC(C)NS(=O)(=O)c1ccc(CCC(=O)Nc2cc(Cl)ccc2Oc2ccccc2)cc1,3.4,23,2,-3,-16,3,19,21,0
Cc1cc(NC(=O)C(C)SCC(=O)OCC(=O)N(C)c2ccccc2)no1 (stereo unspecified),1.7,16,-10,-2,11,-2,16,17,3
CCOC(=O)c1cc(S(=O)(=O)N2CCOCC2)cn1C,2.9,1,4,-4,-36,5,-7,15,-1
c1ccc2c(c1)CCN(c1nc3ccccc3n3cnnc13)C2,0.4,32,5,6,-64,11,41,2,-1
CCN1CCN(c2ccc(S(=O)(=O)N3CCOCC3)cc2NC(=O)c2ccc(Cl)cc2Cl)CC1,2.6,-3,6,-3,17,9,5,22,-1
Cc1cccc(C(=O)OCC(=O)Nc2c(C)nn(-c3ccccc3)c2C)c1O,2.7,16,-7,-1,7,12,30,17,-1
O=C(CCCCCNC(=O)N1CCn2c1nc1ccccc12)NCc1ccc(Cl)cc1,1.3,35,6,-1,9,-9,27,0,-4
COc1ccc(OCCNC2CCCC2)cc1,-1.3,5,1,1,4,-14,2,20,-1
Cc1cc2nn(-c3ccc(F)cc3)nc2cc1N,-0.1,16,-6,-2,-38,22,25,-106,5
O=C(c1cc(-c2ccc(Cl)cc2)on1)N1CCCC1,2.6,-2,3,-6,17,1,17,-84,0
CN(C)c1ccc(C2Nc3ccccc3C(=O)N2CCCN2CCOCC2)cc1 (stereo unspecified),-3.6,8,3,-6,4,15,15,28,-4
Cn1c(N)c(C(=O)COC(=O)/C=C/c2cccc(Cl)c2)c(=O)n(C)c1=O,-1.0,-4,1,-2,9,-2,-10,17,-5
OCCC1CN(Cc2cccn2-c2cccnc2)CCN1C1CCCC1 (stereo unspecified),-3.0,-3,12,-1,0,8,40,-1,0
O=C(O)c1cc2c(=O)c3ccccc3oc2nc1C(F)(F)F,1.3,-3,1,-4,13,-1,2,-1,-4
COc1ccccc1CN(C)CC(=O)Nc1ccc(Cl)cc1C(F)(F)F,1.0,19,-4,-1,2,-8,29,-6,6
CCc1cc2c(=O)[nH]c(N3CCOCC3)nc2s1,-0.6,8,-3,-1,-6,-6,11,-15,4
COC(=O)c1sc(N)c(C(=O)OC)c1CSc1nc2sc3c(c2c(=O)n1C)CCC3,6.3,-5,52*,0,7,5,2,-8,-11
O=C(Oc1ccc2c(c1)OCO2)c1ccc(Br)c(S(=O)(=O)N2CCOCC2)c1,-1.1,23,0,0,-36,27,20,13,0
COCCCn1c2nc3ccccc3nc2c2c(=O)n(-c3ccccc3OC)cnc21,0.1,-7,-3,0,4,-7,2,11,-1
O=C(COC(=O)C1=COCCO1)Nc1cc(C(F)(F)F)ccc1Cl,2.2,19,9,1,2,6,12,-28,0
CN1C=CC=C/C1=C1\SC(=S)N(C2CCCCC2)C1=O,-1.0,24,10,-2,7,14,31,-32,-4
COc1cccc(CNC(=O)CSCC(=O)Nc2cc(C)on2)c1,0.8,-9,0,-2,22,-1,-2,16,-1
COc1cccc(OC)c1C(=O)Nc1ccc(C(=O)NCc2ccccc2)cc1,1.0,-20,4,-6,-23,-1,-7,5,4
C[C@]12CCC3c4ccc(O)cc4CCC3C1CC/C2=N\N (stereo partly specified),-0.1,16,-9,0,9,22,30,30,5
Cc1cc(SCc2cccc(C(F)(F)F)c2)nc(=O)[nH]1,2.7,13,-5,1,17,15,23,18,-4
O=C(COc1ccc(F)cc1)NCCCn1ccnc1,-1.7,15,-2,-4,-1,-9,-2,7,-3
Cc1ccc(-n2ncc3c(=O)n(CC(N)=O)cnc32)cc1C,7.6,15,-5,-2,2,3,3,-10,-1
CC(C)CC(=O)N1CCN(S(=O)(=O)c2ccccc2)CC1,-1.1,14,5,0,5,7,2,-37,-3
CC(NS(=O)(=O)c1ccc(CCC(=O)NCc2ccco2)cc1)c1ccccc1 (stereo unspecified),2.0,10,-2,0,-1,5,3,22,0
O=C(N/C(=C/c1cccnc1)C(=O)N1CCOCC1)c1ccccc1Cl,0.7,3,1,0,8,3,3,-1,-2
CCc1ccc(C(=O)CSc2nnc(C)c(=O)[nH]2)cc1,0.0,17,3,-1,14,13,16,-38,1
COc1ccc(-c2cc(=O)oc3cc(OCC(=O)NCCCn4ccnc4)ccc23)cc1,-0.1,-21,6,0,-25,-4,-13,24,-3
Cc1nn(Cc2ccccc2)c(C)c1/C=N/NC(=O)c1cccnc1,-2.5,8,8,-4,-21,1,5,13,-2
CCC(OC(=O)c1ccco1)C(=O)NCc1ccco1 (stereo unspecified),2.4,-6,-2,0,0,-1,5,10,2
COc1ccc(NC(=O)Cn2nnc(C(=O)NCCc3ccccc3)c2N)cc1,-0.5,5,-3,-4,1,-12,-23,5,-3
COc1ccccc1N1CCN(C2CCCN(C(=O)CCc3cnccn3)C2)CC1 (stereo unspecified),0.0,1,-2,-3,-13,-1,-3,8,-7
CC(C)NC(=O)NC(=O)CSc1nncs1,0.4,-5,-2,1,-6,5,5,-27,-3
CCCn1c(OC)nc2c1c(=O)n(C)c(=O)n2C,0.1,19,-2,-3,7,2,15,-2,-1
Cc1ccc2nc(SCC(=O)N3CCCCCC3)nc(=O)n2c1,1.1,-7,-16,-3,13,-6,5,4,0
CCCCN(C)CCC(=O)Nc1ccc2c(c1)CCC2,-0.1,-7,2,-5,-4,-4,9,5,-3
Cc1noc(C(=O)NCc2ccccc2)c1Cl,1.2,16,0,1,21,-5,13,10,-4
COc1ccccc1C(=O)Nc1ccc(C)c(S(=O)(=O)N2CCCCC2)c1,1.1,28,-23,-2,16,19,35,15,12
O=C(NC(=S)Nc1ccc(Br)cn1)c1cncc(Br)c1,2.3,13,7,7,28,-11,1,9,-7
CC(=O)N1c2ccc(S(=O)(=O)N(C)CC(=O)NCc3ccccc3)cc2CC1C (stereo unspecified),2.1,0,-4,-3,-34,9,-27,14,-2
COC(=O)c1ccccc1C(=O)N1CCOCCN(C(=O)c2ccccc2C(=O)OC)CCOCC1,0.0,11,6,-1,6,4,11,3,1
CCOC(=O)Cc1cc(=O)c2cc(C)ccc2[nH]1,0.6,-14,-9,-3,4,7,17,3,-5
CCN(CC)C(=O)CSc1nc2cccnc2n1-c1ccccc1OC,-1.5,15,-6,0,6,9,4,30,-12
COc1ccc(C2N=C(c3ccccc3)NO2)cc1OC (stereo unspecified),6.7,1,-3,3,11,17,13,-108,0
CCOC(=O)/C(C#N)=C\c1cccnc1,-0.6,17,-3,-2,-7,21,-7,5,-3
Cc1cccc(S(=O)(=O)N2CCC(CO)(Cc3ccccc3)CC2)c1,-2.3,11,3,-3,6,8,37,13,-1
CCOC(=O)CSc1cc(CSc2ccccc2)nc(-c2ccccc2)n1,-1.8,6,5,-2,18,4,12,19,-2
# (more compounds)
SMILES,CHOP UPR activ,tim10-1 inh,CXCR6 block,XBP1 UPR activ,APJ antagonist,TIM10 inh,tim23-1 inh,Mdm2-MdmX inh,APJ agonist
O=C(CC1CCOCC1)Nc1ccc(Cl)c(Cl)c1,1.4,3,-6,2,17,3,18,-3,-1
Cc1ccc(NC(=O)c2cc(-c3ccccc3)nn2-c2ccccc2)cc1,-1.9,45*,11,-3,1,33,21,-2,-2
O=C(CCCN1C(=O)CCC1=O)Nc1ccc(Cl)c(C(F)(F)F)c1,2.6,0,-10,-3,-4,-1,-5,13,0
COc1ccc(NC(=O)CSc2ccc3nnc(CCNC(=O)c4ccccc4)n3n2)cc1OC,1.9,-10,-2,-3,-7,4,4,-1,-2
O=C(Nc1nccs1)C1CC=CCC1 (stereo unspecified),0.0,8,-1,3,-7,5,20,-18,2
Cc1nc(NC(=S)NC(=O)c2cccs2)sc1C(=O)N(C)C,3.4,14,9,1,18,23,35,6,-5
O=c1cc(-c2ccc(O)c(O)c2)oc2ccc3ccccc3c12,30,8,3,10,-59,9,-3,55*,8
CC(=O)NCCc1nc2ccccc2[nH]1,-3.4,2,-4,3,0,4,-17,-42,-3
CCN1CC(CN(C)Cc2nc(Cc3ccccc3)no2)CC1=O (stereo unspecified),-1.6,7,3,-1,10,-29,6,-3,1
CC1(C)Cc2cccc(OCC(=O)Nc3ccccc3N3CCOCC3)c2O1,0.8,22,2,5,-5,23,12,21,1

# Compounds shown so far with a CF3 group:
SMILES,CHOP UPR activ,tim10-1 inh,CXCR6 block,XBP1 UPR activ,APJ antagonist,TIM10 inh,tim23-1 inh,Mdm2-MdmX inh,APJ agonist
O=C(O)c1cc2c(=O)c3ccccc3oc2nc1C(F)(F)F,1.3,-3,1,-4,13,-1,2,-1,-4
COc1ccccc1CN(C)CC(=O)Nc1ccc(Cl)cc1C(F)(F)F,1.0,19,-4,-1,2,-8,29,-6,6
O=C(COC(=O)C1=COCCO1)Nc1cc(C(F)(F)F)ccc1Cl,2.2,19,9,1,2,6,12,-28,0
Cc1cc(SCc2cccc(C(F)(F)F)c2)nc(=O)[nH]1,2.7,13,-5,1,17,15,23,18,-4
O=C(CCCN1C(=O)CCC1=O)Nc1ccc(Cl)c(C(F)(F)F)c1,2.6,0,-10,-3,-4,-1,-5,13,0

# Some of the compounds tested; the hit share may differ from the screen's.
